# FLuc act counter: affects firefly luciferase, flagging false hits in luciferase stimulation screens | P08659 | ATPlite luciferase biochemical, luminescence, 10 min; 0 = ATP-free wells, 1 = DMSO control | activation factor at 10 µM | 200,000 tested, under 10 active;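 active = luciferase activation factor, scaled between plate controls, of at least 2 with compound at 10 µM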
# Target sequence (P08659 whole entry, looked up): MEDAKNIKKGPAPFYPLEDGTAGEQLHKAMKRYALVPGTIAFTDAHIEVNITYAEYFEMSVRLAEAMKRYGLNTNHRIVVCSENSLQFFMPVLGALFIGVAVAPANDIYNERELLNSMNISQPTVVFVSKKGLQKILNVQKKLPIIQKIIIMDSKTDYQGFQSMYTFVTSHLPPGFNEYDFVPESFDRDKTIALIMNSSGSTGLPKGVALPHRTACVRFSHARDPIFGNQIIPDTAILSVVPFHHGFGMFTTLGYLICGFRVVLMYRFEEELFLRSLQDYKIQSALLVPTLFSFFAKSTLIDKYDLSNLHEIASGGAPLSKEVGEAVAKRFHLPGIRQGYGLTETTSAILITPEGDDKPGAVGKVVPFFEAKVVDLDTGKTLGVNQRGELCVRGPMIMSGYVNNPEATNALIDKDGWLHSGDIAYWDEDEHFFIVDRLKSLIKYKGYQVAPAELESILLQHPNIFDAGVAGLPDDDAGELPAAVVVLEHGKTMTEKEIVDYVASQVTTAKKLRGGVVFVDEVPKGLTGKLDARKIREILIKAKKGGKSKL
#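 Assay system – cell-free luciferase reagent · Medium – PBS-based ATP solution · Dosing – test compounds dosed from 2 mM stocks in 100% DMSO · Timing – 10 min, room temperature · Technique – light output (luminescence) · Measure – luminescence gain marking luciferase activators · Controls – No-ATP low control, compound-free enzyme-plus-ATP high control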
# NF-kB expr up: raises NF-kB expression in human neuronal cells. NF-kB reporter expression; active compounds read high. fold change at 12.5 µM. 190,000 compounds, 1.6% hits. AID 1239; in the data active = fold change above about 3.3
# FLuc inhib CS: inhibits firefly luciferase, flagging false hits in luciferase inhibition screens. P08659. inhibition, % at 10 µM. 200,000 compounds, 1.5% hits. ATPLite firefly luciferase biochemical luminescence, 10 min;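 active = inhibition above about 50% when tested at 10 µM, limit read from the data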
# Efa HMGR inh: blocks class II HMG-CoA reductase of Enterococcus faecalis. purified E. faecalis HMGR, NADPH absorbance 340 nm kinetic. inhibition, % at 10 µM. AID 1066. 190,000 compounds, 0.41% hits;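 active = inhibition above a set limit, the median over all tested compounds plus 3 SD, cut at about 9.5% in these data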;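 also: enzyme runs in reverse so mevalonate oxidation gives rising NADPH absorbance; 0% = complete reaction with DMSO and 100% = background rate lacking mevalonate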
# APP 5UTR inh: APP translation inhibition | SH-SY5Y APP 5'UTR-luciferase reporter, luminescence | inhibition, % at 2 µM | 190,000 compounds, 0.82% hits | AID 1285;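 active = inhibition above a set limit, derived from the sample mean plus 3 SD, cut at about 45% in these data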; also: values of inactives mirror those of a sister screen read the other way
# G6PDH counter: counter-screen for G6PDH assay hits: L. mesenteroides G6PDH inhibition; Purified L. mesenteroides G6PDH, diaphorase/resazurin coupled fluorescence, 45 min; AID 1020; inhibition, % at 5 µM; 200,000 compounds, 0.12% hits; in the data active = inhibition above about 50%
# STAT1 activator: STAT1 signaling activation. NIH 3T3 STAT1-luciferase reporter, IFN-gamma, luminescence; 100% = IFN-gamma alone, no compound. activation (% of control), % at 5.5 µM. 200,000 compounds, 2.6% hits. AID 932;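 active = activation above the screen-wide mean activation plus 3 SD, cut at about 130% in these data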;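 also: raw ratio to IFN-gamma control signal so 100% means no change and 0% no light; values of inactives mirror those of a sister screen read the other way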
# Hsp70 activator: transcriptional activators of Hsp70. HeLa Hsp70 promoter luciferase reporter, luminescence; scaled: vehicle 0, proteasome-inhibitor control 100%. activation, % at 10 µM. 200,000 compounds, 0.04% hits;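 active = activation above the mean across all tested compounds plus 3 SD, cutoff set per campaign, cut at about 5.5% in these data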;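 also: 100% = MG132 at 30 µM as the positive control and 0% = DMSO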
# APP 5'UTR act: activates APP 5'UTR luciferase reporter. SH-SY5Y APP 5'UTR luciferase reporter, luminescence; zero percent = DMSO vehicle wells. activation, % at 2 µM. 190,000 compounds, 1% hits;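 active = activation above a set limit, based on mean plus 3 SD of controls, cut at about 140% in these data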; also: values of inactives mirror those of a sister screen read the other way
# DTT redox prof: compounds producing H2O2 with reducing agent – biochemical, NIH compound library profiling, artefact control for MLSCN library redox annotation, primary screen; DTT-dependent redox cycling H2O2, phenol red/HRP absorbance; 100% = 100 µM peroxide control, 0% = buffer; activation, % at 10 µM; 200,000 compounds, 0.03% hits; AID 878;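 active = activation of at least 50% relative to the plate's high and low controls in the primary single-dose screen; inactive = activation below 50%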;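 also: compound incubated with DTT at 0.8 mM final as the reducing agent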
# * = called active by the depositor; · = not tested or not shown. Outcome played no part in choosing rows; overall some 5.3% were active at least once.
SMILES,FLuc act counter,NF-kB expr up,FLuc inhib CS,Efa HMGR inh,APP 5UTR inh,G6PDH counter,STAT1 activator,Hsp70 activator,APP 5'UTR act,DTT redox prof
c1cnc2nc(-c3ccc4c(c3)OCO4)cn2c1,0.4,2.2,55*,-1,-62,10,136*,0.2,62,0.8
O=S(=O)(c1ccccc1)N1CCN(C(=S)NCCCN2CCOCC2)CC1,1,1.4,-5,-4,1,3,94,0.0,-1,-0.8
COc1ccccc1CNC(=O)c1cn(C)c2ccc(S(=O)(=O)N3CCCCC3)cc2c1=O,1,0.98,-5,-5,1,-5,101,-0.2,-1,-1.3
Cc1nn(Cc2cccc(C(=O)Nc3ccn(Cc4ccccc4F)n3)c2)c(C)c1[N+](=O)[O-],1,0.98,-1,2,-11,8,98,-0.3,11,-0.6
COc1ccc(OC)c(-c2[nH]nc3c2C(c2ccco2)C(C#N)=C(N)O3)c1 (stereo unspecified),1.1,1.1,-12,1,-7,11,76,-0.2,7,15
CCNC(=O)CC1C(=O)N(c2ccccc2)C(=O)N1CCc1ccc(OC)cc1 (stereo unspecified),1.1,1.2,-9,-1,1,-2,99,0.0,-1,0.1
CCOC(=O)N1CCN(C(=O)CCCOc2ccccc2)CC1,1,2,-1,-8,-81,-2,125,3.7,81,-0.2
Cc1nc2ccccc2n1CCN1CCOCC1,1,·,4,-1,-5,8,103,-0.2,5,-0.8
O=C(CSc1nnc(CNC(=O)c2cccs2)o1)NCc1ccc(F)cc1,1.1,0.91,-6,-3,-6,11,96,-0.5,6,0.2
CCOC(=O)C1=C(C)C(c2ccccc2OC)NC(=S)N1 (stereo unspecified),1,1,-1,-5,5,1,116,0.0,-5,-8.3
O=C(Nc1nnc(-c2ccncc2)o1)c1cccc(N2C(=O)CCC2=O)c1,1,1.2,0,9,-3,4,106,-0.4,3,0.1
Cc1ccc(NC(=O)C(CC(C)C)NC(N)=O)cc1 (stereo unspecified),1,1.2,-4,-2,-1,6,96,-0.5,1,-0.2
Cc1occc1-c1nnc(SCC(=O)N2CCCc3ccccc32)n1Cc1ccco1,1.1,1.1,-9,0,-5,4,99,-0.3,5,-1.0
COc1ccc(N(CC(=O)N/N=C/c2ccc(-c3ccc([N+](=O)[O-])cc3)o2)S(=O)(=O)c2ccc(C)cc2)cc1Cl,1,1.2,-4,-2,-3,-2,90,0.0,3,0.4
O=C1C2C3C=CC(C2C(=O)N1c1nccs1)C1C(=O)N(c2nccs2)C(=O)C31 (stereo unspecified),1.1,1.2,-9,-3,0,2,96,-0.2,1,0.0
CCOC(=O)c1ccccc1NC(=O)c1cccs1,1.1,1.3,-8,-6,-10,4,104,-0.1,10,2.9
CCOc1ncccc1C(=O)OCc1c(F)cccc1Cl,1,0.94,2,-2,-2,4,93,0.4,2,0.0
Cc1cccc(OCC(=O)NNC(=O)C2CCCCC2C(=O)O)c1 (stereo unspecified),1,1.3,-1,-3,7,13,105,-0.1,-7,-0.4
CCOc1ccc(C2=Nn3c(nnc3-c3ccco3)SC2)cc1,1.1,1.4,-6,1,9,5,93,-0.2,-9,1.8
COc1cc(NC(=O)c2cc3nc(C)cc(C)n3n2)c(OC)cc1Cl,0.9,1.5,10,-3,-60,-62,132*,-0.3,60,-0.7
Cc1ccc(Sc2ccc(CN3CCCCC3)cc2[N+](=O)[O-])cc1,1.1,0.99,-7,0,-12,12,89,0.1,12,0.7
CCOc1cc(/C=N/n2cnnc2)ccc1OC(=O)c1cccc([N+](=O)[O-])c1,1.1,1.2,-12,-5,2,14,104,0.0,-2,1.1
Cc1cc(C(=O)Nc2cccc(O)c2)co1,0.9,1.5,12,7,-13,10,87,-0.2,13,-1.5
O=C1CC(c2ccc3c(c2)OCO3)c2cc3c(cc2N1)OCCO3 (stereo unspecified),1,1.1,-1,-5,5,8,100,-0.1,-5,2.0
COc1ccccc1CNC(=O)C1CCCN(S(=O)(=O)c2cccc3cccnc23)C1 (stereo unspecified),1.1,0.7,-7,1,-2,-15,108,-0.1,3,-0.6
C[C@@H](C(=O)NCCc1c[nH]c2ccccc12)[C@H]1C[C@]1(C)[C@H](NC(=O)OCc1ccccc1)c1ccccc1,1.1,0.59,-8,-7,16,12,95,-0.1,-16,1.6
O=[N+]([O-])C(=C1SCCS1)C(=C(Cl)Cl)N1CCCCC1,1,1,-3,-2,-23,8,93,0.2,23,-0.4
CCn1c(CSc2nc(C)cc(C)n2)nnc1SCC(=O)Nc1nc(-c2ccccc2)cs1,1.1,1.1,-6,-11,-10,6,96,-0.4,10,2.6
C(=N\NC1=Nc2cccc3cccc1c23)/c1ccccc1,0.3,1.6,67*,-8,31,-2,180*,0.0,-31,1.0
Cc1noc(C)c1C(=O)OCC(=O)NC(c1ccccc1)c1ccccc1,1.1,1.1,-8,-1,1,8,102,-0.4,-1,-3.3
COc1cccc(NC(=O)c2ccc(NC(=O)C(C)(C)C)cc2)c1,0.6,2.1,41,0,-94,-2,136*,-0.1,94,-0.4
CCN(CC)C(=O)C1CCCN(C(=O)Nc2ccc3nsnc3c2)C1 (stereo unspecified),1,0.94,2,1,-7,22,94,-0.3,7,0.9
CC1=CC(=C(C#N)C#N)C=C(C)N1CCC(C)C,1,1.2,-4,-5,-14,13,105,-0.1,14,-3.6
CO/N=C/C(C(C)=O)C(=O)Nc1ccc(Cl)cc1Cl (stereo unspecified),1,1.4,4,-3,-1,20,98,0.6,1,-1.1
COc1ccc(-c2ncccc2OC(=O)C23CC4CC(CC(C4)C2)C3)cc1OC,1,1.2,-3,-5,10,-1,95,-0.3,-10,0.0
CSc1nsc(SC)c1C(=O)O,1,1,1,-3,-12,3,97,-0.2,12,-0.4

# Full records, looked up by structure. Screens in order: FLuc act counter | NF-kB expr up | FLuc inhib CS | Efa HMGR inh | APP 5UTR inh | G6PDH counter | STAT1 activator | Hsp70 activator | APP 5'UTR act | DTT redox prof
# CCN(CC)C(=O)C1CCCN(C(=O)Nc2ccc3nsnc3c2)C1 (stereo unspecified) as listed: 1 | 0.94 | 2 | 1 | -7 | 22 | 94 | -0.3 | 7 | 0.9
# CCOC(=O)N1CCN(C(=O)CCCOc2ccccc2)CC1 as listed: 1 | 2 | -1 | -8 | -81 | -2 | 125 | 3.7 | 81 | -0.2
# O=C1CC(c2ccc3c(c2)OCO3)c2cc3c(cc2N1)OCCO3 (stereo unspecified) as listed: 1 | 1.1 | -1 | -5 | 5 | 8 | 100 | -0.1 | -5 | 2.0
# COc1ccc(-c2ncccc2OC(=O)C23CC4CC(CC(C4)C2)C3)cc1OC as listed: 1 | 1.2 | -3 | -5 | 10 | -1 | 95 | -0.3 | -10 | 0.0
# Cc1noc(C)c1C(=O)OCC(=O)NC(c1ccccc1)c1ccccc1 as listed: 1.1 | 1.1 | -8 | -1 | 1 | 8 | 102 | -0.4 | -1 | -3.3

# (list continues)
SMILES,FLuc act counter,NF-kB expr up,FLuc inhib CS,Efa HMGR inh,APP 5UTR inh,G6PDH counter,STAT1 activator,Hsp70 activator,APP 5'UTR act,DTT redox prof
CCOc1cc(S(=O)(=O)NCc2ccncc2)c(C)cc1C,1,0.76,-2,-3,-4,2,80,-0.2,4,-0.2
CCCn1cnc2c(cnn2-c2ccc(F)cc2)c1=O,1,2,4,-9,-47,8,119,-0.2,47,-0.6
Cn1c(=O)c2c(ncn2CC(=O)N2CCN(C(=O)c3ccco3)CC2)n(C)c1=O,1,1.1,-2,2,12,8,103,-0.3,-11,-0.1
CCOc1ccc(NC(=O)c2ccc(CNc3c(NC4CCCCC4)c(=O)c3=O)cc2)cc1,1.1,1.2,-6,2,-7,-9,98,-0.2,7,-1.6
O=C(Nc1ccc2c(c1)CCC2)c1ccc(F)c(S(=O)(=O)N2CCOCC2)c1,1,1,-1,-3,-28,-2,117,1.5,28,0.3
O=C(O)C1CCCCC1C(=O)Nc1cc(Cl)ccc1Cl (stereo unspecified),1.1,1.1,-10,-5,-8,11,99,-0.3,8,3.0
CC(OC(=O)C(NC(=O)c1ccco1)C(C)C)C(=O)Nc1ncc(Cl)cc1Cl (stereo unspecified),1.1,1.2,-7,-2,16,-2,101,0.1,-16,0.1
CN(C)S(=O)(=O)c1ccc(C(=O)Nc2nnc(Cc3ccccc3)s2)cc1,1,0.91,-1,-2,2,3,99,-0.2,-2,0.6
O=C(CN1CCOc2ccccc21)NCc1cccs1,1,1.1,-4,2,4,1,105,-0.1,-4,0.2
Cc1nn(C(C)(C)C)c(OC(=O)c2ccc3c(c2)OCO3)c1Sc1ccccc1,1.1,0.69,-8,1,3,18,104,-0.1,-3,-2.3
O=C(O)C1CC=CCC1C(=O)Nc1cccc([N+](=O)[O-])c1 (stereo unspecified),1.1,1.1,-8,-1,-11,3,104,0.0,11,0.0
CC(C)C[C@H](NC(=O)OC(C)(C)C)C(=O)N/N=C/C1=Cc2ccccc2OC1C (stereo partly specified),1.1,0.8,-8,-5,6,3,105,-0.1,-6,0.0
CC(C)c1ccc(NC(=S)NNC(=O)c2cccnc2)cc1,0.8,1.6,20,-6,-12,19,116,0.0,12,-0.2
CCc1nc2ccccc2c(C(=O)OCC(=O)NCc2ccco2)c1C,1.1,1.1,-6,0,-2,2,110,-0.3,2,-0.3
CCc1ccc2[nH]c(=O)c(CN(CCN3CCCC3)C(=O)NC3CCCCC3)cc2c1,1,0.75,-5,0,9,8,98,0.0,-9,-0.8
CSc1nnc(C)c(=O)n1COC(=O)/C=C/c1ccccc1,1,1.2,-1,-4,12,1,90,0.0,-11,1.9
Cc1cccc(-n2cc(CN(C)Cc3nccn3C)c(-c3cccc(F)c3)n2)c1,1,0.85,-4,1,14,10,99,-0.4,-14,0.3
O=C(COC(=O)Cn1cnc2ccccc2c1=O)NCC12CC3CC(CC(C3)C1)C2,1.2,1.3,-15,-3,9,-1,95,-0.3,-9,0.1
Cc1ccc(C(=O)NCc2ccccn2)c(Cl)c1,0.9,1.9,10,-3,-28,1,111,-0.1,27,-0.9
CCCC(=O)c1ccc(N2CCN(S(=O)(=O)c3ccc(C)cc3)CC2)c(F)c1,1,1.1,2,-5,-4,6,94,-0.4,4,-3.6
COC(=O)Cc1c(O)ccn(CCc2ccc(OC)c(OC)c2)c1=O,0.9,0.87,8,-7,15,3,102,-0.1,-15,-0.3
Cc1nc(NC(=O)COC(=O)CCC(=O)c2cccs2)c(Cl)cc1Cl,1,1.3,-3,5,-9,0,103,-0.1,9,-0.1
CC1CCCN(C(=O)CSCC(=O)N=c2sc3ccccc3n2C)C1 (stereo unspecified),1.1,1.3,-7,1,3,6,98,-0.4,-3,-0.1
COc1ccccc1N(C(=O)c1ccco1)C(C(=O)NC1CCCC1)c1cccnc1 (stereo unspecified),1,0.59,-4,-4,-4,4,99,0.0,4,0.5
CC(=O)N(C1=C(O)c2ccccc2C(=O)C1=O)C1CCCCC1,1,1.1,-4,·,-3,8,97,-0.5,3,2.1
CCN(CC)C(=O)C1=C(C)Nc2ncnn2C1c1cccnc1 (stereo unspecified),1.1,1.1,-8,9,-15,4,102,0.0,15,0.0
CCOc1ccc(OCC)c(NC(=O)Cn2cccc2)c1,1.1,1.1,-6,-3,5,-5,100,-0.2,-5,2.4
COc1ccc(NC(=O)c2cc(-c3ccc(C)o3)nc3ccccc23)cc1OC,0.6,0.82,41,-5,-11,-18,110,0.5,11,1.7
Cc1c(Cl)cccc1N=c1c([N+](=O)[O-])nn(-c2ccccc2)n1O,1,1.2,1,1,·,3,103,0.0,·,1.2

# Screening results as filed in PubChem BioAssay.
